Assay outcomes: PubChem BioAssay, National Center for Advancing Translational Sciences (NCATS)
Luc counter: counter-screen: inhibitors of Kinase-Glo firefly luciferase | Q27757 | Kinase-Glo luciferase, ATP luminescence, 8 min | Potency, µM (top dose mostly 38.3 µM), inactives show at the highest dose activity change, negative = inhibition, actives largely listed as inhibitors | hit rate 0.28% among 200,000 | AID 1379; further: on the % scale 0 is the no-effect control and ±100 the full control effect; nearly all actives have a fitted effect of over 60% in size
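Inhibition of Kinase-Glo luciferase light generation was assessed at 10 uM ATP in pH 7.2 imidazole buffer, with luminescence measured after eight minutes at ambient temperature.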
RECQ1 inh: inhibitors of human RECQ1 DNA helicase; P46063; RECQ1 DNA unwinding, red fluorescence kinetic read; Potency, µM (doses to about 57.3 µM), for the others: top-dose activity, negative = inhibition, most hits filed as inhibitors; hit rate 0.54% among 240,000; AID 2549;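 further: plate controls were vehicle for no effect and no enzyme for full effect; nearly all actives have a fitted effect of over 30% in size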
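RECQ1T1 50 nM; forked duplex (20 bp + 30-nt ss tails) 200 nM, ATP 2 mM final; pH 8.0, 2 mM MgCl2, 2.5 ug/ml poly(dI-dC); 15 min compound preincubation; discontinuous kinetic read over 2 h at RT.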
L3MBTL1 inh: blocks human L3MBTL1; hit rate 0.66% among 230,000; AID 485360; Q9Y468; Potency, µM (titrated, usually from 57.1 µM), inactives show at the top dose activity, negative = inhibition, most hits filed as inhibitors; AlphaScreen L3MBTL1–H3K9me1 peptide binding; further: on the % scale 0 is the no-effect control and ±100 the full control effect; nearly all actives have a fitted effect of over 60% in size
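AlphaScreen proximity signal between nickel-chelate acceptor and streptavidin donor beads (final 10 ug/mL) reports binding of 50 nM L3MBTL1 to 75 nM biotin-H3 K9me1 peptide; complex incubated with compounds 30 min at room temperature; cefsulodin titration as control.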
JMJD2E inh: inhibitors of human JMJD2E histone demethylase; JMJD2E catalytic domain, FDH-coupled NADH fluorescence (FDH is formaldehyde dehydrogenase); B2RXH2; hit rate 1.6% among 230,000; Potency, µM (top dose mostly 57.1 µM), inactives show top-dose activity change, negative = inhibition, most hits filed as inhibitors; active means well fitted inhibition curve with a large enough effect, not every such curve was filed as active; inconclusive means small, poorly fitted or top-dose-only effect, or another doubt; inactive means no such curve, though single readings can be large or run the other way;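 further: 0% = wells with enzyme and -100% = buffer wells without enzyme; nearly all actives have a fitted effect of over 50% in size; many of its hits are not listed in these tables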
Target sequence (B2RXH2 1-337 limits assumed): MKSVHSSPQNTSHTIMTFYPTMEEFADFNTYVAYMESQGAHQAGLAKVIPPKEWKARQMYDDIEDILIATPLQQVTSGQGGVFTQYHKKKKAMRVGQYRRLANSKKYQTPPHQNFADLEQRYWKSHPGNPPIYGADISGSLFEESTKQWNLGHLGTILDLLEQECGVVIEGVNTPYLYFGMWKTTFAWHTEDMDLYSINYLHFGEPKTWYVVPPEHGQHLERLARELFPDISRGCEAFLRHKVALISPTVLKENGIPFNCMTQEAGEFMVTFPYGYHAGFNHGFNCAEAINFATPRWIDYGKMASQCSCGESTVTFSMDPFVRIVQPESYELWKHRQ
LMNA splice mod: modulators of lamin A splicing; AID 1487; HeLa LMNA splicing GFP/RFP minigene ratio, 48 h; Potency, µM (series often up to 46.1 µM), for inactives: top-dose ratio change, negative = inhibition, actives largely listed as inhibitors; hit rate 0.01% among 200,000; active means well fitted inhibition curve with a large enough effect in the signal ratio, with a control signal flat, not every such curve was filed as active; inconclusive means small, poorly fitted or top-dose-only effect, or effect the other way, or a change in a side signal; the % refers to the signal ratio; further: on the % scale 0 is the no-effect control and ±100 the full control effect
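Read-out is the ratio of GFP to DsRed2 object intensity, acquired by 488 nm laser-scanning cytometry on HeLa lamin A-EGFP minigene reporter cells. Compound incubation 48 hrs at 37 °C in Opti-MEM with 2% FBS; DMSO 0.5% final.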
Tau fibril ThT: blocks human tau fibril formation measured by thioflavin T | Potency, µM (series often up to 57.4 µM), for inactives: top-dose activity, negative = inhibition, usual class: inhibitors | P10636 | hit rate 2.1% among 270,000 | recombinant tau K18 P301L (four-repeat tau fragment), heparin-induced fibrillization, ThT fluorescence; further: on the % scale 0 is the no-effect control and ±100 the full control effect; nearly all actives have a fitted effect of over 55% in size
Target sequence (P10636 561-689 P618L limits assumed): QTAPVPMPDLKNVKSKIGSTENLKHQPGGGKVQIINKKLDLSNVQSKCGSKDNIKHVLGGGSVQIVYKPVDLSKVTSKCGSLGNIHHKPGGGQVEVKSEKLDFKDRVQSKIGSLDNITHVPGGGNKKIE
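Heparin-induced fibrillization of the P301L-mutant K18 repeat-domain fragment of human tau was followed by ThT binding in quantitative high-throughput format.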
SMN2 splice enh: increases expression of the SMN2 splice variant. hit rate 2.8% among 210,000. AID 1458. HEK293 SMN2-luciferase splicing reporter, luminescence, 30-36 h. Potency, µM (series often up to 46.1 µM), for the others: at the highest dose activity change, positive = activation, most hits filed as activators; further: % of control where 0% means no effect; nearly all actives have a fitted effect of over 55% in size
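HEK293 cells carry an SMN2 minigene-luciferase reporter in which exon 7 inclusion puts luciferase in frame. Cells were seeded at 2000 cells/well, attached for 10-12 hours, then exposed to compounds for 30-36 hours at 37C before ONE-Glo luminescence.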
ALDH1A1 block: ALDH1A1 (human) enzyme inhibition; P00352; Purified ALDH1A1, NADH fluorescence, propionaldehyde substrate; Potency, µM (series often up to 75.3 µM), without a hit: at the highest dose activity, negative = inhibition, actives largely listed as inhibitors; hit rate 7.3% among 220,000; AID 1030; active means well fitted inhibition curve with a large enough effect, not every such curve was filed as active; inconclusive means small, poorly fitted or top-dose-only effect, or another doubt; inactive means no such curve, though single readings can be large or run the other way;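 further: plate controls were no enzyme wells and a reference inhibitor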
Target sequence (P00352 whole entry, looked up): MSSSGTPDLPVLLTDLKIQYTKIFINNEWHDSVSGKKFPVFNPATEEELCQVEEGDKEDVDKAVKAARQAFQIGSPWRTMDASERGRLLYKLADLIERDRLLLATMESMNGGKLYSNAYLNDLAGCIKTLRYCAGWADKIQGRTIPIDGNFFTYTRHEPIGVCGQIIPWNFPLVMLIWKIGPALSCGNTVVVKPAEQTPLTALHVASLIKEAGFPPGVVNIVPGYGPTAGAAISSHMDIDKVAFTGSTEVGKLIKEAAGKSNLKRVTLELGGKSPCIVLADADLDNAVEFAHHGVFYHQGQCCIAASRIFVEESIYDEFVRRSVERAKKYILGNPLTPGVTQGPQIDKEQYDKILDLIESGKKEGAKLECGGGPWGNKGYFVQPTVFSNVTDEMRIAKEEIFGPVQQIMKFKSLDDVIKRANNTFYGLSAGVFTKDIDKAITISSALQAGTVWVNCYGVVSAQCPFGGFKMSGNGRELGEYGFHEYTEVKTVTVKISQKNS
Numbers without * were called inactive; [ ] = remark or other dose. Unless noted, the call rests on the fitted dose curve; in most records, active means well fitted curve in the direction sought with a large enough effect; inconclusive means small, poorly fitted or top-dose-only effect, or another doubt; inactive means no such curve, though single readings can be large; an effect the other way counts as inactive or inconclusive. Potency means the concentration at half of the fitted maximal effect.

Screening Cc1cc(Cl)ccc1OCC(=O)NCCOc1nc(N2CCOCC2)nc(N2CCOCC2)n1 returned Luc counter -2%, RECQ1 inh 2%, L3MBTL1 inh 5%, JMJD2E inh inconclusive, LMNA splice mod 2%, Tau fibril ThT 2%, SMN2 splice enh -7% and ALDH1A1 block 1%.
`CC(C)OC(=O)/C(C#N)=C/c1cn(Cc2ccccc2)c2ccccc12` gave Luc counter 0%, RECQ1 inh -10%, L3MBTL1 inh 15%, JMJD2E inh -16%, LMNA splice mod inconclusive, Tau fibril ThT -12%, SMN2 splice enh -14% and ALDH1A1 block inconclusive.
For C#CCOCCOCCOCCNc1nc(N2CCN(C(=O)[C@H](C)n3cc(CCCN=C(N)N)nn3)CC2)nc(N2CCN(C(=O)[C@H](Cc3ccc(O)cc3)n3cc(CCO)nn3)CC2)n1 the results were Luc counter -4%, RECQ1 inh -14%, L3MBTL1 inh 2%, JMJD2E inh -28%, LMNA splice mod -2%, Tau fibril ThT -3%, SMN2 splice enh -10% and ALDH1A1 block -6%.
`CCOc1ccccc1NC1=C(Cl)C(=O)N(c2ccccc2)C1=O` gave Luc counter 1%, RECQ1 inh inactive, L3MBTL1 inh -9%, JMJD2E inh -5%, LMNA splice mod 3%, Tau fibril ThT inconclusive, SMN2 splice enh -8% and ALDH1A1 block -7%.
Screening COc1ccc(CNC(=O)CCC(=O)Nc2nnc(CC(C)C)s2)cc1 returned RECQ1 inh -11%, L3MBTL1 inh 13%, JMJD2E inh 14% and Tau fibril ThT -7%.
Screening COc1ccccc1-c1nnc(SCC(=O)NCc2ccco2)n1N returned Luc counter -3%, RECQ1 inh inactive, L3MBTL1 inh 7%, JMJD2E inh 6%, Tau fibril ThT 0%, SMN2 splice enh 6% and ALDH1A1 block -10%.
For COC(=O)C1=NN(C(=O)c2cccc(Br)c2)C(O)(c2ccc(Cl)cc2)C1 (configuration not stated) the results were RECQ1 inh -16%, L3MBTL1 inh -20%, JMJD2E inh inconclusive, LMNA splice mod -18%[46 µM], Tau fibril ThT inconclusive and ALDH1A1 block -6%.
`NS(=O)(=O)c1ccc2nc(NC(=O)C3CCCO3)sc2c1` (configuration not stated) gave Luc counter -3%, RECQ1 inh -8%, L3MBTL1 inh -2%, JMJD2E inh 3%, LMNA splice mod -2%, Tau fibril ThT -3%, SMN2 splice enh 12% and ALDH1A1 block -5%.
CN1CCN(c2nc(-c3cccc(C#N)c3)nc3ccccc23)CC1 was read as Luc counter -3%, RECQ1 inh -10%, JMJD2E inh -3%, LMNA splice mod -20%, Tau fibril ThT -1%, SMN2 splice enh 4% and ALDH1A1 block -1%.
`CSc1cccc(NS(=O)(=O)c2cccs2)c1` gave Luc counter -4%, RECQ1 inh -8%, L3MBTL1 inh 8%, JMJD2E inh 6%, LMNA splice mod 4%, Tau fibril ThT 0%, SMN2 splice enh 13% and ALDH1A1 block 13%.
Screening C=CCc1c(C)nc2c(C(=O)O)cnn2c1C returned Luc counter 9%, RECQ1 inh -12%, L3MBTL1 inh 2%, JMJD2E inh inconclusive, LMNA splice mod 1%, Tau fibril ThT -6%, SMN2 splice enh -34%[inhibitor] and ALDH1A1 block -6%.
Screening Cc1ccc(OCc2nc(C#N)c(NCc3ccc4c(c3)OCO4)o2)cc1 returned Luc counter 4%, RECQ1 inh -8%, L3MBTL1 inh inconclusive, JMJD2E inh 0%, LMNA splice mod inconclusive, Tau fibril ThT -8%, SMN2 splice enh -22% and ALDH1A1 block inconclusive.
CC(C)NS(=O)(=O)c1ccc(OCC(N)=O)c(Cl)c1 was read as Luc counter 0%, RECQ1 inh -2%, L3MBTL1 inh 25%[11.4 µM], JMJD2E inh -1%, LMNA splice mod -16%, Tau fibril ThT 1% and ALDH1A1 block 14%.
Screening Cc1cc(NCCNC2=CC(=O)CCC2)nc2ccccc12 returned Luc counter 1%, RECQ1 inh 0%, L3MBTL1 inh 1%, JMJD2E inh -25%, LMNA splice mod -11%, Tau fibril ThT -8%, SMN2 splice enh -1% and ALDH1A1 block 3%.
`CCCCC/C=C\C=C\[C@@H](O)CCCCCCCC(=O)O` gave Luc counter 0%, RECQ1 inh -2%, JMJD2E inh 3%, Tau fibril ThT -2%, SMN2 splice enh 5% and ALDH1A1 block -4%.
COc1ccccc1NC(=S)NCC1CCCO1 (configuration not stated) was read as Luc counter 0%, RECQ1 inh -3%, L3MBTL1 inh 3%, JMJD2E inh 16%, LMNA splice mod -10%, Tau fibril ThT -6%, SMN2 splice enh -2% and ALDH1A1 block 4%.
Screening CS(=O)(=O)N(CC(=O)NCCSCc1ccccc1)c1ccc2c(c1)OCO2 returned Luc counter -2%, RECQ1 inh -15%, JMJD2E inh 1%, Tau fibril ThT -10%, SMN2 splice enh -36%[inhibitor] and ALDH1A1 block -1%.
For CCCCOc1ccc(C(=O)NCCCC(=O)N2CCCCC2)cc1 the results were Luc counter 2%, RECQ1 inh inactive, L3MBTL1 inh -4%, JMJD2E inh -2%, LMNA splice mod 13%, Tau fibril ThT -18%, SMN2 splice enh -7% and ALDH1A1 block -11%.
O=C(CC1CC2CCC1C2)OCC(=O)c1c[nH]c2ccccc12 (configuration not stated) was read as Luc counter 3%, RECQ1 inh -16%, L3MBTL1 inh 6%, JMJD2E inh inconclusive, LMNA splice mod inconclusive, Tau fibril ThT -10%, SMN2 splice enh 8% and ALDH1A1 block inconclusive.
Screening CC(C)CC(=O)NC(=S)Nc1ccccc1C(=O)Nc1ccccc1 returned Luc counter 15%, RECQ1 inh -2%, JMJD2E inh -4%, LMNA splice mod 4%, Tau fibril ThT -10%, SMN2 splice enh inconclusive and ALDH1A1 block 10µM*.
For O=C(CCCn1c(=O)c2ccccc2n(CC(=O)N2CCN(c3ccccc3)CC2)c1=O)NCc1ccco1 the results were Luc counter 2%, RECQ1 inh -4%, JMJD2E inh 5%, LMNA splice mod 7%[46 µM], Tau fibril ThT -10%, SMN2 splice enh -8% and ALDH1A1 block 1%.
`Cc1nc2ncnn2c(C)c1CCC(=O)N1CC(C)CC(C)C1` (configuration not stated) gave Luc counter 1%, RECQ1 inh inconclusive, JMJD2E inh 8%, LMNA splice mod 17%, Tau fibril ThT -9%, SMN2 splice enh -6% and ALDH1A1 block -12%.
`COc1cc(NC(=S)N2CCN(C)CC2)c(OC)cc1Cl` gave Luc counter 4%, RECQ1 inh inactive, L3MBTL1 inh -4%[11.4 µM], JMJD2E inh 0%, LMNA splice mod 2%[46 µM], Tau fibril ThT 0%, SMN2 splice enh 6% and ALDH1A1 block -1%.
Screening COc1ccc(NS(=O)(=O)c2coc(C(N)=O)c2)cc1Cl returned Luc counter -1%, RECQ1 inh 0%, L3MBTL1 inh 50%[activator], JMJD2E inh 6%, LMNA splice mod -4%, Tau fibril ThT 2%, SMN2 splice enh -7% and ALDH1A1 block 0%.
For Cc1ccccc1NC(=O)c1nc2nccc(C)n2n1 the results were Luc counter inconclusive, RECQ1 inh -2%, L3MBTL1 inh 44%[activator], JMJD2E inh 5%, Tau fibril ThT 5%, SMN2 splice enh 14µM* and ALDH1A1 block inconclusive.
Cc1ccccc1CSCc1nc(N)nc(Nc2ccccc2C)n1 was read as Luc counter 1%, RECQ1 inh -6%, L3MBTL1 inh -5%, JMJD2E inh -5%, LMNA splice mod -18%[46 µM], Tau fibril ThT -13%, SMN2 splice enh 27% and ALDH1A1 block inconclusive.
CC(NC(=O)c1ccco1)C(=O)OCC(=O)c1ccc(Cl)s1 (configuration not stated) was read as RECQ1 inh -1%, JMJD2E inh -7%, Tau fibril ThT -6% and ALDH1A1 block inconclusive.
Cc1nn(-c2cc(C(F)(F)F)ccc2Cl)c2nc(C(F)(F)F)[nH]c(=O)c12 was read as Luc counter 3%, RECQ1 inh -8%, L3MBTL1 inh 10%, JMJD2E inh 1%, LMNA splice mod inconclusive, Tau fibril ThT 0%, SMN2 splice enh -17% and ALDH1A1 block 9%.
Screening COc1ccc(C(=O)n2nc(-c3ccc(OC)cc3)nc2N)cc1 returned Luc counter -3%, RECQ1 inh -13%, L3MBTL1 inh 4%, JMJD2E inh inconclusive, LMNA splice mod 1%, Tau fibril ThT 3%, SMN2 splice enh 23% and ALDH1A1 block -1%.
Screening Cc1sc2nc(SCc3nc4ccccc4[nH]3)n(Cc3ccco3)c(=O)c2c1C returned Luc counter 3%, RECQ1 inh -30%, JMJD2E inh inconclusive, LMNA splice mod -4%, Tau fibril ThT -14%, SMN2 splice enh -5% and ALDH1A1 block inconclusive.
For O=C(CCCCCn1c(=S)[nH]c2ccc(N3CCOCC3)cc2c1=O)NCc1ccccc1 the results were Luc counter 1%, RECQ1 inh 1%, L3MBTL1 inh 3%, JMJD2E inh inconclusive, LMNA splice mod -12%, Tau fibril ThT -6%, SMN2 splice enh -2% and ALDH1A1 block inconclusive.
For COc1cccc(/C=C/C(=O)c2c(O)cc(C)oc2=O)c1O the results were Luc counter -3%, RECQ1 inh -6%, JMJD2E inh -25%, LMNA splice mod -8%, Tau fibril ThT inconclusive, SMN2 splice enh -45%[inhibitor] and ALDH1A1 block 6%.
`CC(C)(C)c1ccc(C(=O)NCc2cccnc2)cc1` gave Luc counter -3%, RECQ1 inh inactive, L3MBTL1 inh 1%, JMJD2E inh -1%, LMNA splice mod inconclusive, Tau fibril ThT -11%, SMN2 splice enh 6% and ALDH1A1 block inconclusive.
Screening Cc1cccc(C2=NN(c3ccccc3)[C@H](CO)[C@H]2c2ccccc2)c1 returned Luc counter 2%[39.9 µM], RECQ1 inh -22%[81.1 µM], L3MBTL1 inh 90%[activator], Tau fibril ThT inconclusive and ALDH1A1 block inconclusive.
`Cc1ccc(NC(=O)c2ccc(-n3cccn3)nc2)cc1` gave Luc counter -4%, RECQ1 inh inactive, L3MBTL1 inh -7%, JMJD2E inh inconclusive, LMNA splice mod 19%[46 µM], Tau fibril ThT -3%, SMN2 splice enh -11% and ALDH1A1 block inconclusive.

A portion of the library; rates above refer to the full screens.
